aSyn yeast rescue = rescues yeast growth from alpha-synuclein toxicity. 94,000 compounds, 0.02% hits. Potency, µM (top dose mostly 46.1 µM), for the others: at the top dose growth rescue (activation), most hits filed as activators. S. cerevisiae alpha-synuclein toxicity rescue, BacTiter-Glo growth, 24 h; active = well fitted activation curve with a large enough effect; note: 0% is about no effect
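Growth restoration measured by BacTiter-Glo luminescence after 24 hr at 30 deg C; alpha-synuclein yeast, raffinose-pregrown to mid-log, were added at OD600=0.02 in galactose medium onto pinned compounds.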
* marks the source's active call; other numbers are inactive results; [ ] = another dose, or the depositor's remark. Potency is the fitted concentration of half-maximal effect.

SMILES | aSyn yeast rescue
CN(CCOc1ccccc1)CC(O)COc1ccccc1 (stereo not given) | 8.5%
CCC(C)C(CO)NCCCn1cnc2c(SC)ncnc21 (stereo not given) | 1.6%
S=C(NCc1ccco1)N1CCN(c2ccccn2)CC1 | -5.8%
Cc1cc(Cl)ccc1N(CC(=O)NCc1ccc2c(c1)OCO2)S(C)(=O)=O | 13.3%
CNC(=O)c1c[nH]c2ccc(S(=O)(=O)Nc3cccc(Cl)c3C)cc2c1=O | 5.4%
FC(F)(F)c1cnc(COc2cc(Cl)cc(Cl)c2)c(Cl)c1 | -14.8%
CCc1ccc(CNC(=O)c2ccc(NC(=O)N3CC(C)Sc4ccccc43)cc2)cc1 (stereo not given) | -3.1%
Cc1cc(Cl)ccc1NC(=O)CN1C(=O)CSc2ccc(S(=O)(=O)N(C)C)cc21 | -0.6%
Cc1cc(C)c(NC(=O)CSc2nc3ccccc3c3nc(-c4ccccc4)nn23)c(C)c1 | -8.1%
Cc1onc(-c2ccccc2)c1C(=O)N/N=C/c1cn(C)c2ccccc12 | -0.1%
CCOc1ccc2[nH]c(C(=O)N/N=C/c3cc(OC)c(OC)c(OC)c3)cc2c1 | -15.2%
Cc1csc(=O)n1CC(=O)OCC(=O)c1c(N)n(CC(C)C)c(=O)n(C)c1=O | 6.7%
CCOc1cc2[nH]c(=O)n(CCCCC(=O)N3CCN(c4ccccc4)CC3)c(=O)c2cc1OCC | 5.4%
CC(=O)c1ccc2noc(-c3ccc(F)cc3)c2c1 | -10.9%
CCOc1cccc(CC(=O)N2CCc3c([nH]c4ccccc34)C2c2ccc(OC)cc2)c1OCC (stereo not given) | 9.3%
CCCS(=O)(=O)NCCc1csc2nc(-c3ccc(OC)cc3)nn12 | 4.4%
CCOc1ccccc1CN1C(=O)c2ccccc2C1C(=O)NC1CCCCCC1 (stereo not given) | -2.5%
Nc1ccc(N2N=C(N3CCCC3)CC2=O)cc1 | -2.6%
COC(=O)/C=C1\SC(=NC(=O)c2cccc(Cl)c2)NC1=O | 6.9%
CCn1ccc2cc(S(=O)(=O)N3CCC(C(=O)NCC(C)c4ccccc4)CC3)ccc21 (stereo not given) | 7.5%

Structures listed so far that contain fluorine, in the order listed:
SMILES | aSyn yeast rescue
FC(F)(F)c1cnc(COc2cc(Cl)cc(Cl)c2)c(Cl)c1 | -14.8%
CC(=O)c1ccc2noc(-c3ccc(F)cc3)c2c1 | -10.9%

(more compounds)
SMILES | aSyn yeast rescue
CCCCCNC(=O)C1CCC(Cn2c(=O)c3sccc3n(CC(=O)NCc3cccc(OC)c3OC)c2=O)CC1 (stereo not given) | 6.4%
CNc1c(NS(=O)(=O)c2ccc(C3CCCCC3)cc2)c(=O)oc2ccccc12 | -16.3%
CN(C(=O)CCc1ccccc1)c1nnc(-c2ccncc2)s1 | 6.2%
CC(=O)N1CCc2cc(Br)cc(S(=O)(=O)CCC(=O)N3CCN(c4ccccc4)CC3)c21 | -10.9%
CC(C1SC(=S)NC1=O)C1SC(=S)NC1=O (stereo not given) | -17.8%
CCCN1CCN(C(=O)c2cc3c(s2)-c2ccccc2OC3)CC1 | -12.3%
CCCn1c2ccccc2c2cnn(CC(=O)N(CCCOC)Cc3ccco3)c(=O)c21 | -1.5%
COc1ccc(NC(=O)CSc2ncc3c(n2)-c2cc(Cl)ccc2N(Cc2ccccc2F)S3(=O)=O)cc1 | 1.9%
O=C(O)CC(c1ccccc1)c1ccc2c(c1)OCO2 (stereo not given) | 12.9%
COC(=O)N/N=C\c1c(C)[nH]n(-c2ccccc2)c1=O | -6.3%
Cc1cccc(NC(=O)c2cccc(NC3=NC4CS(=O)(=O)CC4S3)c2)c1 (stereo not given) | -5.2%
O=C(c1ccc(F)cc1F)N1CCN(c2ccccn2)CC1 | -1.0%
Cc1nn(-c2ccccc2)c(OC(=O)c2ccc(F)cc2)c1S(=O)(=O)c1ccccc1 | 0.0%
Cc1ccc(NC(=O)CC2SC(=O)NC2=O)cc1 (stereo not given) | 7.4%
Cc1ccc(-n2nc3ccc(NC(=O)COc4ccccc4C)cc3n2)cc1 | 0.2%
CC(NC(=O)CSc1n[nH]c(N)n1)c1ccccc1 (stereo not given) | 0.5%
Cc1nnc(N2CCC(C(=O)NC3CCCCC3)CC2)c2nn(-c3ccc(Cl)cc3)c(C)c12 | -1.2%
O=C(CN(C(=O)CCC(=O)Nc1nccs1)c1ccc(F)cc1)NCc1ccccc1 | -6.8%
CCCOc1ccc(-c2nnn(CC(=O)N3CCCCC3)n2)cc1 | 4.7%
COc1cc(C)cc2oc(=O)c(CC(=O)NCc3cccc(Cl)c3)c(C)c12 | -1.7%

Continued, starting with the last three of the part before.
SMILES | aSyn yeast rescue
O=C(CN(C(=O)CCC(=O)Nc1nccs1)c1ccc(F)cc1)NCc1ccccc1 | -6.8%
CCCOc1ccc(-c2nnn(CC(=O)N3CCCCC3)n2)cc1 | 4.7%
COc1cc(C)cc2oc(=O)c(CC(=O)NCc3cccc(Cl)c3)c(C)c12 | -1.7%
O=C(Nc1ccccc1)c1cnc(N2CCCCC2)c2ccccc12 | 4.4%
CC(C)COc1ccc(C(=S)N2CCCC2)cc1 | 11.8%
CCc1cccc(NC(=O)C(Cc2ccccc2)NS(=O)(=O)c2cccs2)c1 (stereo not given) | -2.6%
COc1cc(OC)cc(C(=O)N[C@H](C(=O)Nc2cccc(S(=O)(=O)N3CCCC3)c2)C(C)C)c1 | 6.5%
COc1ccc(-n2c(Cc3cccn3C)nnc2SCC(=O)Nc2ccc(C)c(Cl)c2)cc1 | 13.0%
Cc1cc(C)cc(N2C(=O)CS(=O)(=O)C23C(=O)N(Cc2ccc(F)cc2)c2ccc(C)cc23)c1 (stereo not given) | -2.0%
CCCCCNC(=O)C1CCC(Cn2c(=O)c3sccc3n(CC)c2=O)CC1 (stereo not given) | 3.8%
CCn1c(=O)cc(SCC(=O)N2CCN(c3ccccc3F)CC2)c2ccccc21 | 7.8%
Cc1ccccc1Nc1nnc(-c2ccc(C)c(S(=O)(=O)N3CCN(C)CC3)c2)c2ccccc12 | 3.0%
O=c1ccc2cc(S(=O)(=O)Nc3ccc(OC(F)(F)F)cc3)ccc2[nH]1 | -2.2%
Cc1ccc(NC(=O)CCn2nc(-c3ccccc3)c3ccccc3c2=O)c(C)c1 | 1.1%
COc1cccc(C2CC(=O)Nc3c2ccc(C)c3C)c1OC (stereo not given) | -1.4%
CC1=CC(C)C(=O)N(CCN2CCOCC2)C(C)=C1 (stereo not given) | 7.5%
O=C(/C=C/c1ccccc1)N/C(=C/c1ccccc1)C(=O)Nc1ccc(C(=O)O)cc1 | -1.9%
COCCNC(=S)N(C)[C@H]1C[C@H]2c3cc(Oc4ccccc4C)ccc3CCN2C(=O)[C@H]1[C@H](C)O | 3.1%
COc1ccc(NC(=O)CSC2=Nc3ccccc3C3=NC(CCC(=O)NCCc4ccccc4)C(=O)N23)c(OC)c1 (stereo not given) | 12.6%
COc1ccc(/C(C)=N/NC(=O)CNC(=O)c2cccnc2)cc1 | 0.0%
O=C(NC1CCCCC1)c1ccc(Cn2c(SCc3ccccc3)nc3cccnc32)cc1 | -7.7%
Cc1ccc(S(=O)(=O)N2CCN(C(=O)COC(=O)Cc3ccc(F)cc3)CC2)c(C)c1 | 16.7%
COC(=O)c1ccc(NC(=O)CSc2nnc(C3CC3)n2C)cc1 | -7.8%
CC(Oc1ccccc1)C(=O)N1CCN=C1SCc1ccccc1F (stereo not given) | 8.8%
Cc1ccccc1CNC(=O)c1ccc2c(c1)c(C)c(C)n2C | 18.7%
Cc1ccc(NC(=O)CSc2nnc3ccc4ccccc4n23)cc1 | -8.6%
CC(=O)c1cc(-c2ccc(F)cc2)n(CC(=O)NC2CCC(C)CC2)c1C (stereo not given) | 0.0%
CCc1nnc(SCC(=O)N(C)c2ccccc2)c2cc3sccc3n12 | 7.3%
Cc1ccc(CCNC(=O)c2cccc(NC3=NC4CS(=O)(=O)CC4S3)c2)cc1 (stereo not given) | 10.1%
CCc1nnc(NC(=O)C2CCN(C(=O)c3ccco3)CC2)s1 | -9.4%
Cc1cc(Cl)ccc1OCC(=O)N/N=C/c1ccncc1 | 1.0%
CCCn1ccc2c(OCC(=O)Nc3ccc(OC)c(OC)c3)cccc2c1=O | 6.4%
O=C(Cc1ccccc1)N/N=C/c1ccc2c(c1)OCO2 | -2.2%
Cc1cccc(-c2nc3ccccc3n3c(-c4ccccc4)c4c(=O)n(C)c(=O)n(C)c4c23)c1 | -12.1%
Cc1ccc2c(c1)cc(C(=O)NCc1ccccc1C)n2C | 0.6%
Cc1cc(-c2ccc(C)c(S(=O)(=O)Nc3ccccn3)c2)on1 | -3.1%
O=C(Nc1ccc(F)cc1F)c1cc(-c2ccccc2O)no1 | -8.2%
COc1ccc(NC(=O)N2CCCC(C(=O)NCCc3ccccc3)C2)cc1 (stereo not given) | 0.7%
CN(Cc1nc(-c2cnccn2)no1)C1CC(C)(C)NC(C)(C)C1 | -10.3%
Cc1ccc(NC(=S)Nc2cccc(-c3n[nH]c(=S)o3)c2)cc1 | -1.6%
Cc1ccc(S(=O)(=O)NCC(=O)NCC(=O)N2CCN(c3ncccn3)CC2)cc1C | -4.6%
Cc1ccc2c(c1)N(CC(=O)NCc1ccccc1Br)C(=O)c1cccnc1O2 | -25.7%
C=CCNC(=O)CN1C(=O)CSc2ccc(S(=O)(=O)N3CCOCC3)cc21 | 7.8%
COc1ccc(C(=O)c2cn(CC(=O)Nc3ccc4c(c3)OCO4)c3ccc(OC)cc3c2=O)cc1 | 3.4%
COc1cccc(C(=O)Nc2nnc(Cc3ccc(OC)c(OC)c3)s2)c1 | 2.1%
CCc1ccc(NC(=O)c2nn(-c3ccc(OC)cc3)c(=O)c3c2c2ccccc2n3C)cc1 | 2.7%
COc1ccc(-c2cc(-c3ccccc3)nc3ncnn23)cc1 | 0.7%
COc1ccc(C(=O)O)cc1S(=O)(=O)NCCN(C)C | 4.4%
Cc1ccc(OCc2nc(-c3ccc(C(=O)NCc4ccc(OC(C)C)cc4)cc3)oc2C)cc1 | -0.6%
CCOc1ncccc1C(=O)OC(C)C(=O)NC1CCCCC1 (stereo not given) | 3.1%
Cc1ccc(NC(=O)Cn2c(O)c(N=NC(N)=S)c3ccccc32)cc1 | -2.5%
O=C(CCCc1nc(-c2ccccc2Cl)no1)N1CCOCC1 | -13.2%
O=C(Nc1ccc2c(c1)OCO2)c1cc(-c2ccc(O)cc2)on1 | 0.1%
COc1cccc(OCC(=O)NCCS(=O)(=O)N2CCN(c3ccccc3)CC2)c1 | 6.0%
COc1cc(-c2cc(OC)c3c(C)oc(C)c3c(=O)c2)ccc1OC(=O)c1ccc(C)cc1 | -63.3%[inhibitor]
CCCn1cc(S(=O)(=O)c2ccccc2)c(=O)c2cc(F)c(N3CCCC(C)C3)cc21 (stereo not given) | 5.7%
Cc1sc2ncn(CC(=O)N3CCN(c4ccc(F)cc4)CC3)c(=O)c2c1S(=O)(=O)N1CCOCC1 | -6.3%
CC(=O)Nc1ccc(S(=O)(=O)N2CCN(S(=O)(=O)N3CCOCC3)CC2)cc1 | -0.6%
COc1ccc(-c2nc(C)c(CCNC(=O)C(=O)Nc3ccccc3OC)s2)cc1 | 2.8%
COc1cc(NC(=O)CCNS(=O)(=O)c2ccc3c(c2)CCN3C(=O)C2CC2)cc(OC)c1 | -1.6%
C=C(C)C1CC=C(C)/C(=N/NC(=O)c2ccccc2[N+](=O)[O-])C1 (stereo not given) | 3.4%
Cn1nc(C(=O)Nc2sc3c(c2C#N)CCCC3)ccc1=O | -5.8%
COCCCNC(=O)CSc1nc(-c2ccc(OC)c(OC)c2)[nH]c1-c1ccc(F)cc1 | -6.9%

Ordered by SMILES length (ascending): 3 of the compounds above.
SMILES | aSyn yeast rescue
COc1ccc(-c2cc(-c3ccccc3)nc3ncnn23)cc1 | 0.7%
C=C(C)C1CC=C(C)/C(=N/NC(=O)c2ccccc2[N+](=O)[O-])C1 (stereo not given) | 3.4%
CC(=O)Nc1ccc(S(=O)(=O)N2CCN(S(=O)(=O)N3CCOCC3)CC2)cc1 | -0.6%

(more compounds)
SMILES | aSyn yeast rescue
CCCCn1c(=O)[nH]c(=O)c2c1nc(-c1ccc(-c3ccccc3)cc1)n2C | -1.4%
CN(C)/C=C/C(=O)c1cccc([N+](=O)[O-])c1 | -40.6%[inhibitor]
CCCCn1c(SCC(=O)NC2CCCC2)nc2ccccc2c1=O | 2.3%
Cc1ccc(CNC(=O)CCCn2c(=O)c3ccccc3n(CC(=O)Nc3ccc(C)c(C)c3)c2=O)cc1 | -2.8%
CCC(=O)N1CCc2cc(S(=O)(=O)CCC(=O)N3CCN(c4ccc(Cl)cc4)CC3)ccc21 | -1.9%
Cc1ccc2nc(-c3ccc(Cl)c(NC(=O)COc4ccc([N+](=O)[O-])cc4)c3)oc2c1 | -1.7%
COc1ccc2c(c1)cc1c(=O)n(CC(=O)NCc3ccco3)nc(C)n12 | 5.5%
CN(Cc1ccccc1)C(=O)c1[nH]cnc1C(=O)Nc1ccc(Br)cc1F | 12.8%
O=[N+]([O-])c1ccc(S(=O)(=O)NCCCc2ccccc2)cc1 | 2.2%
Cc1ccc(S(=O)(=O)N2CCOCC2)cc1C(=O)Nc1ccccc1C(=O)O | -2.9%
O=c1c2[nH]c3cccc(Cl)c3c2ncn1Cc1ccco1 | -6.3%
CCN(CC)CCCNC(=O)CN1C(=O)CCn2nc(-c3cn(C)c4ccccc34)cc21 | -5.2%
Cc1ccccc1NC(=O)CSc1nc(-c2cccs2)nc2cc(=O)[nH]n12 | 2.8%
COc1ccc(Cn2c(C(=O)O)c(CNCc3ccc(C)o3)c3ccc(OC)cc32)cc1 | 4.8%
COc1ccc(NS(=O)(=O)c2ccc3c(c2)CCN3C(=O)C2CC2)cc1OC | -4.2%
COc1ccc(-c2cc(C(F)(F)F)nc(NCCc3ccccc3)n2)cc1OC | 8.9%
CCc1ccc(NC(=O)c2sc(-n3nc(C)c(CCC(C)C)c3C)nc2C)cc1 | -4.4%
CCC(=O)NCCCNc1nc2c(C)cccc2cc1C#N | 1.9%

An excerpt; rates above refer to the full screens.
